# CHRM1 PAM: human M1 muscarinic receptor positive allosteric modulators, primary screen, CHO-K1 cells, Fluo-8 calcium fluorescence, 1536-well; CHO-K1 hM1, ACh EC20; 0% = ACh EC20, 100% = maximal ACh; activation, % at 3 µM; Muscarinic acetylcholine receptor M1 (Homo sapiens), P11229; 360,000 compounds, 0.088% hits; AID 588819, 2011; in the data active = activation above about 19%, passing the limit was not always enough
# V1aR counter: agonists of human V1a receptor, primary screen, counter-screen for OXTR agonist project, fluorescence, CHO-V1R cells | Vasopressin V1a receptor (Homo sapiens), P37288 | Fluo-8 calcium fluorescence, agonist mode; 0% DMSO, 100% 3 nM vasopressin | activation, % at 3 µM | 320,000 compounds, 0.25% hits | AID 2797, 2010;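 active = activation above the mean activation of all tested compounds plus 3 SD, per screening run, cut at about 20% in these data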;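 note: signal is peak over basal fluorescence ratio across a 100 second FLIPR read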
# Target sequence (P37288 whole entry, looked up): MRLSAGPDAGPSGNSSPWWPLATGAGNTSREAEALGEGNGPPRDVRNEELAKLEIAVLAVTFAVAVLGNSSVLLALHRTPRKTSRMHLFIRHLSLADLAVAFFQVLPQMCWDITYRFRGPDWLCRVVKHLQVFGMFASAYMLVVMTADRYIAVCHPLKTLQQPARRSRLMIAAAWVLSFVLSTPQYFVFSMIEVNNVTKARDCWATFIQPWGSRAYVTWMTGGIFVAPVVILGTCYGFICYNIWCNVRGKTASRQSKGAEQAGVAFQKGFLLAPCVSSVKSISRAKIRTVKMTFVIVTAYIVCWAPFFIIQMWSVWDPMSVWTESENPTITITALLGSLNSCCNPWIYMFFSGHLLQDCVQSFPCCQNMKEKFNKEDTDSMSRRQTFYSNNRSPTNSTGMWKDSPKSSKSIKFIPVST
# OXTR potentiate: human OXTR potentiators, primary screen, fluorescence, CHO-OTR cells, Fluo-8 calcium; Oxytocin receptor (Homo sapiens), P30559; Fluo-8 calcium fluorescence, potentiator mode; 0% = oxytocin EC15, 100% = EC100; activation, % at 3 µM; 320,000 compounds, 0.061% hits; AID 2445, 2010;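 active = activation above that plate's cutoff, the mean activation of tested compounds plus 3 SD, cut at about 6.6% in these data, passing the limit was not always enough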;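 note: 100% uses oxytocin at 75 nM as the full agonist control; some results filed as inactive read as strong as hits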
# Target sequence (P30559 whole entry, looked up): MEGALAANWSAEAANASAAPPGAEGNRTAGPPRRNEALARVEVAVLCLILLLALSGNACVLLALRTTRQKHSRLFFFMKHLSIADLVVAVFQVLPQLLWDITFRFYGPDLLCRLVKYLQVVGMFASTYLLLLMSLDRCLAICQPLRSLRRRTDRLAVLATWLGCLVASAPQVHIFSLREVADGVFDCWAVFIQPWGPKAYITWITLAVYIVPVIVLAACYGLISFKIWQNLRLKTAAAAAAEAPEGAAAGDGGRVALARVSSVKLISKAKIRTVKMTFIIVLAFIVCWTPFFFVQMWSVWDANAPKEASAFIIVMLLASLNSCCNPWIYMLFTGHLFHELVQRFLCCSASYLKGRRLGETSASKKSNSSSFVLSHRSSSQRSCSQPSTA
#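 test system = CHO-OTR cells, human receptor | compound = single-point 3.0 µM | schedule = 6 min compound pre-incubation at room temperature, 100 s kinetic read | signal = Fluo-8 no-wash calcium dye fluorescence, excitation 470-495 nm, emission 515-575 nm | repeats = single well per compound, singlicate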
# OXTR ag: human OXTR agonists, primary screen, fluorescence, CHO-OTR cells, Fluo-8 calcium | Oxytocin receptor (Homo sapiens), P30559 | Fluo-8 calcium fluorescence; normalized: DMSO 0%, oxytocin 100% | activation, % at 3 µM | 320,000 compounds, 0.32% hits;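 active = activation above the mean of all tested compounds plus 3 SD, cutoff set per screening run, cut at about 20% in these data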;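 note: peak over basal fluorescence ratio from a 100 s FLIPR kinetic read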
# M1 ag: human M1 muscarinic receptor agonists, primary screen, Fluo-8 calcium fluorescence, CHO-K1 cells, HTS | 360,000 compounds, 0.33% hits | activation, % at 3 µM | CHO-K1 hM1, agonist mode; 0% DMSO, 100% acetylcholine EC100 | AID 588814, 2011 | Muscarinic acetylcholine receptor M1 (Homo sapiens), P11229;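 active = activation above the run's mean compound activation plus 3 SD, cut at about 16% in these data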;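 note: peak over basal fluorescence ratio within a 140 s kinetic read after compound addition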
# TAAR1 agonist: human TAAR1 agonists, primary screen, Fluo-8 calcium fluorescence, CHO RD-HGA16 cells; 360,000 compounds, 0.99% hits; activation, % at 3 µM; vehicle wells 0%, saturating PEA agonist 100%;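 active = activation above the mean activation of all test compounds in the run plus 3 SD, cut at about 38% in these data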
#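 Assay system: CHO-derived RD-HGA16 cells with stable Gα16 and human TAAR1; timing: 17-24 h seeding, 75 min 37 °C dye, 30 min RT; read-out: % activation from peak over basal fluorescence ratio, DMSO-to-PEA scaled; measured by: kinetic Fluo-8 calcium fluorescence; benchmarks: low control DMSO, high control PEA (EC100); doses: 3 µM single concentration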
# M1 antag: human M1 muscarinic receptor antagonists, primary screen, CHO-K1 cells, Fluo-8 calcium fluorescence, 1536-well; Muscarinic acetylcholine receptor M1 (Homo sapiens), P11229; CHO-K1 hM1, ACh EC80 antagonist; inhibition, % at 3 µM; 360,000 compounds, 1.3% hits; AID 588852, 2011;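 active = percent inhibition above its own plate's cutoff, namely the mean of that plate's compound wells plus 3 SD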;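 note: peak over basal fluorescence ratio during 140 s after agonist addition; 0% = ACh EC80 plus DMSO and 100% = DMSO alone without agonist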
# TAAR1 antagonist: human TAAR1 antagonists, primary screen, Fluo-8 calcium fluorescence, CHO RD-HGA16 cells; inhibition, % at 3 µM; antagonist; 360,000 compounds, 1.5% hits; AID 624466, 2012; Trace amine-associated receptor 1 (Homo sapiens), Q96RJ0;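 active = inhibition above a per-plate cutoff, the mean inhibition of test compounds on that plate plus 3 SD, cut at about 49% in these data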;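 note: 0% = DMSO plus EC80 beta-PEA response and 100% = DMSO alone without agonist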
#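 Test system – hTAAR1-expressing CHO RD-HGA16 cells, Gα16-coupled · Reagent – β-PEA at EC80 concentration, post-compound challenge · Compound dosing – 3 µM, single point · Timing – 140 s kinetic read after compound, 140 s after agonist · Detection – Fluo-8 intracellular calcium dye fluorescence, real-time kinetic reads · Control set – DMSO and EC80 PEA controls · Repeats – n of 1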
# CHO parental Ca: ATP-evoked calcium signal inhibitors, parental CHO, primary screen, counter-screen for OX1R antagonist project, cell-based, fluorescence, Fluo-8 calcium dye; parental CHO-K1, ATP-induced calcium, Fluo-8 fluorescence; inhibition, % at 5.6 µM; 330,000 compounds, 0.63% hits; AID 463079, 2010;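 active = inhibition above that plate's mean sample inhibition plus 3 SD, cut at about 26% in these data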;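 note: 0% = ATP-challenged DMSO wells and 100% = DMSO wells without ATP; some compounds past the cut are filed as inactive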
#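 Material: parental CHO cells / Compound: single nominal dose of 5.6 µM per compound / Signal: Fluo-8 fluorescence / Replicates: singlicate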
# * hit, by the source's call; · = no result given; & = joins results of further samples. Not all compounds are listed; the hit share may differ from the screen's.
SMILES,CHRM1 PAM,V1aR counter,OXTR potentiate,OXTR ag,M1 ag,TAAR1 agonist,M1 antag,TAAR1 antagonist,CHO parental Ca
CC1=C2CCC3C(CCC4=CC(=O)CCC43C)C2CC1 (stereo not given),-4,·,·,·,-1,3,-4,-13,·
C[Se]C[C@@H](N)C(=O)O,-1,1.2,2,1.6,-2,1,-13,-22,2
O=C(O)C1C2c3ccccc3C(c3ccccc32)C1C(=O)Nc1ccccc1 (stereo not given),-1,-0.2,-6,0.0,-1,6,3,28,5
CCN1CCN(c2ccc(N)cc2C)CC1,-6,3.5,-4,0.7,-8,1,11,-10,8
O=S(=O)(c1ccc(Cl)cc1)N1CC1c1ccccc1 (stereo not given),0,0.1,-1,-2.1,-10,-1,-2,11,-18
O=C(COC(=O)Cc1ccccc1)Nc1ccc(F)cc1,7,0.5,-11,-1.2,-5,0,0,11,7
CC(=NCCO)c1c(O)n(C2CCCCC2)c(=O)[nH]c1=O,4,0.4,-12,0.6,-2,3,-1,-8,-16
CCC1CN(C)CCC1(OC(C)=O)c1ccccc1 (stereo not given),4,0.6,-7,0.6,-2,5,-13,-14,-12
CC(=O)N1CCC2(CC1)CC(=O)c1cc(OCC(=O)N3CCC4(CC3)OCCO4)ccc1O2,7,0.6,-1,0.6,0,2,-17,-17,8
CCc1ccccc1NC(=O)CN1CCN(C(=O)COc2ccccc2C#N)CC1,-1,6.2,-2,7.8,1,4,5,5,-13
Cc1ccc(N2C(=O)NC(=O)/C(=C\c3cc(C)n(-c4ccc(C(=O)O)cc4)c3C)C2=O)cc1,4,1.1,-3,1.9,-3,0,-1,-16,-17
CCCCC/C(=N\O)c1c[nH]c2ccccc12,-3,0.3,-1,-1.7,-5,5,5,-13,-8
COc1cccc(C(c2nnnn2C2CCCCC2)N2CCC3(CC2)C(=O)NCN3c2ccccc2)c1OC (stereo not given),6,·,·,·,2,2,-24,22,·
CC1C(c2cccs2)=[N+]([O-])C(C)(C(=O)c2ccc(F)cc2)N1O (stereo not given),1,-0.2,-2,-0.4,-4,2,-6,-12,-3
FC(F)(F)c1ccc(CNCCc2ccc3c(c2)OCO3)cc1,4,2.6,-10,4.6,-8,19,-11,-22,-9
COc1ccc(CC(=O)N2C[C@H]3C[C@@H](C2)c2cccc(=O)n2C3)cc1,6,3.1,-1,1.0,-1,0,-11,-7,-9
S=C(c1ccc(Cl)cc1)N1CCOCC1,-4,0.0,-5,-0.7,-3,6,8,8,-7
O=C(Nc1ccc(F)cc1)c1c(O)c2c(n(Cc3ccccc3)c1=O)CCCC2,5,-0.2,-3,0.2,-4,1,-2,12,-6
CN(C)c1cccc(CN2CCN(c3ccccc3)CC2)c1,2,·,·,·,-11,-1,-3,-2,·
O=c1c2ccccc2nc(-c2ccco2)n1-c1ccc(Br)cn1,7,-1.9,0,-1.8,-6,11,9,-2,-13
Clc1ccc(N2CCN(Cc3ccccc3Cl)CC2)cc1,-2,-1.2,-1,-0.9,-3,8,-1,-4,-16
CCOc1ccc(-c2cc(C(=O)N3CCC4(CC3)OCCO4)c3ccccc3n2)cc1,8,·,·,·,-1,5,-19,13,·
Cc1cc(N)n(C2CCN(C)CC2)n1,-2,0.2,-1,0.4,-1,12,14,2,-9
CC1=NCCc2c1[nH]c1ccccc21,9,0.9,-4,0.6,1,-1,-1,1,-10
O=C(COc1ccc2ccccc2c1)N1CCN(Cc2ccncc2)CC1,-6,1.0,-12,2.3,-3,12,15,-3,-13
CCCCCCN=C(C)c1c(O)n(Cc2ccccc2)c(=O)[nH]c1=O,11,-1.6,-2,-2.1,-2,12,-5,-5,-16
CCCCN=Cc1c(O)n(-c2c(C)cc(C)cc2C)c(=O)[nH]c1=O,6,0.5,1,1.0,-2,5,-4,-2,-11
CC(OC(=O)c1cn(C)c2ccccc12)C(=O)N1CCCC1 (stereo not given),10,-0.1,-1,-0.7,-1,1,-3,8,-18
CCOc1cc2c(cc1OCC)-n1cccc1C(c1cccc(F)c1)NC2 (stereo not given),3,-1.1,3,-1.4,-5,5,-4,-10,-18
O=C(Nc1nc(-c2ccccc2)c(-c2ccccc2)s1)c1ccc(S(=O)(=O)N(CCCl)CCCl)cc1,3,0.3,-5,1.4,-5,0,-8,6,-6
Cc1ccc(N2C(=O)NC(=O)/C(=C\c3cccn3C(C)(C)C)C2=O)cc1,17,-0.2,-13,-0.4,-3,22,-13,12,-4
Cn1c(O)c(/C=C2\N=c3ccccc3=C2CCNC(=S)NC2CC2)c(=O)n(C)c1=O,9,0.8,-14,-0.5,-6,5,-20,4,-14
Cc1nc2cc(C(=O)N3CCC4(CC3)OCCO4)ccc2n1-c1ccc(Br)cc1,2,0.7,-11,0.2,-1,11,-25,-16,-12
Cn1c(O)c(/C=N/N2CCOCC2)c(=O)n(-c2ccccc2)c1=S,11,0.1,-7,-2.0,-3,0,-13,12,-10
CCOC(=O)C1=C(N)OC(C)=C(C(=O)OCCOC)C12C(=O)Nc1ccccc12 (stereo not given),10,-0.2,0,1.1,-3,9,-15,1,2
COc1ccc(N2C(=O)CC(N3CCC(n4c(=O)[nH]c5ccccc54)CC3)C2=O)cc1 (stereo not given),2,1.0,-1,2.2,-1,6,-9,9,-18
CCCn1nc2ccccc2c1P(=O)(N1CCOCC1)N1CCOCC1,4,0.5,-2,0.1,-3,11,-2,25,-12
Cc1cccc(OP(=O)(Nc2ccc(F)cc2)Oc2cccc(C)c2)c1,-10,0.6,-7,-0.4,-5,4,24,46,-5
N#CC(C#N)=C(N)c1cccnc1,2,0.3,-13,0.0,-8,5,5,10,-3
COc1ccc2nc(NC(=O)CCc3nc(C4=CCN(C)CC4)no3)sc2c1,8,1.0,-8,0.9,5,·,-12,·,-16

# Looked up one by one from the list above:
SMILES,CHRM1 PAM,V1aR counter,OXTR potentiate,OXTR ag,M1 ag,TAAR1 agonist,M1 antag,TAAR1 antagonist,CHO parental Ca
Cc1ccc(N2C(=O)NC(=O)/C(=C\c3cccn3C(C)(C)C)C2=O)cc1,17,-0.2,-13,-0.4,-3,22,-13,12,-4
CCCn1nc2ccccc2c1P(=O)(N1CCOCC1)N1CCOCC1,4,0.5,-2,0.1,-3,11,-2,25,-12

# The list goes on:
SMILES,CHRM1 PAM,V1aR counter,OXTR potentiate,OXTR ag,M1 ag,TAAR1 agonist,M1 antag,TAAR1 antagonist,CHO parental Ca
CCCC1CCCCC12C(=O)NC(=O)NC2=O (stereo not given),14,·,·,·,-2,1,-27,-1,·
O=c1[nH]c2ccccc2n1C1CCN(C(CCc2ccccc2)c2nnnn2-c2ccc3c(c2)OCCO3)CC1 (stereo not given),3,·,·,·,5,7,12,55*,·
Cc1cccc(OP(N)(=O)Oc2cccc(C)c2)c1,0,-1.0,-10,-1.2,-1,5,3,6,12
O=C(c1ccc(C(F)(F)F)cc1)C1CCCN(Cc2ccc(CO)o2)C1 (stereo not given),-26,14,-2,1.0,-7,0,61*,-15,-16
CCCN(CC1CC1)CC(O)c1ccccc1 (stereo not given),0,0.8,-6,-0.5,-9,0,5,-12,-3
CCN1CCc2ccccc2C1,3,0.8,4,0.7,-4,36,-4,-23,-4
NNCc1ccccc1,-1&-2,·,·,·,-2&0,13&22,-18&-21,-51&-26,·
Cc1ccccc1C(=O)N1Cc2cnnn2-c2ccccc2C1C#N (stereo not given),25,·,·,·,-8,2,-29,-12,·
CN=C(SCc1cc2c(cc1Cl)OCO2)c1c(O)n(C)c(=O)n(C)c1=O,-6,8.1,-11,1.4,0,6,19,2,8
COC(=O)C1=C(c2cccc(OC)c2OC)C[C@@H]2CC[C@H]1N2C(=O)NCc1ccccc1,2,0.1,-2,-1.3,-5,4,2,11,-15
CCc1cc2c(N3CCN(C)CC3)ncnc2s1,-12,1.5,-11,0.7,-6,5,2,4,-13
CC12CCC(=O)C=C1CC(N1CC1)C1C2CCC2(C)C(O)CCC12 (stereo not given),5,·,·,·,-3,4,-19,-6,·
CCC(=NCCCN(CC)CC)c1c(O)n(C2CCCCC2)c(=O)[nH]c1=O,8,-0.2,-3,-0.5,-7,14,-9,-13,5

# 6 entries from above, with two lines to a compound.
# The line under a structure holds: CHRM1 PAM	V1aR counter	OXTR potentiate	OXTR ag	M1 ag	TAAR1 agonist	M1 antag	TAAR1 antagonist	CHO parental Ca
O=C(Nc1ccc(F)cc1)c1c(O)c2c(n(Cc3ccccc3)c1=O)CCCC2
→ 5	-0.2	-3	0.2	-4	1	-2	12	-6
CC1=C2CCC3C(CCC4=CC(=O)CCC43C)C2CC1 (stereo not given)
→ -4	·	·	·	-1	3	-4	-13	·
CCN1CCN(c2ccc(N)cc2C)CC1
→ -6	3.5	-4	0.7	-8	1	11	-10	8
CC(=O)N1CCC2(CC1)CC(=O)c1cc(OCC(=O)N3CCC4(CC3)OCCO4)ccc1O2
→ 7	0.6	-1	0.6	0	2	-17	-17	8
CC(OC(=O)c1cn(C)c2ccccc12)C(=O)N1CCCC1 (stereo not given)
→ 10	-0.1	-1	-0.7	-1	1	-3	8	-18
O=c1c2ccccc2nc(-c2ccco2)n1-c1ccc(Br)cn1
→ 7	-1.9	0	-1.8	-6	11	9	-2	-13

# Screens from PubChem.
